PGC1a acetyl inh = PGC1a acetylation modulation, inhibitor mode | U2OS PGC1a acetylation, AlphaScreen anti-acetyl-lysine; with virally co-expressed GCN5 acetyltransferase | inhibition, % at 15.6 µM | 350,000 compounds, 0.17% hits | AID 651687;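 active means every replicate shows inhibition of at least 40%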;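 further: 0% = neutral control wells and 100% = positive control wells; some results beyond the cut were filed as inactive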
EWS-Fli inh = inhibitors of EWS/Fli oncoprotein transcriptional activity. A673 NR0B1-luciferase reporter, viability-normalised. inhibition, % at 12.6 µM. 350,000 compounds, 0.67% hits;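 active means mean inhibition of at least 50% after viability correction, with every replicate also passing that limit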;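 further: firefly luciferase signal divided by Alamar Blue viability fluorescence both relative to DMSO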
LGR2 antag = inhibitors of bursicon-induced Drosophila LGR2 receptor cAMP signaling. HEK293 LGR2, CRE-luciferase, bursicon-stimulated, 4 h. inhibition, % at 9.99 µM. 380,000 compounds, 0.35% hits. AID 720647;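 active means drop in luminescence signal, shown as inhibition above about 50% in the replicate tests, limit read from the data, passing the limit was not always enough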;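 further: agonist challenge used bursicon conditioned medium at about half maximal strength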
PglD DTNB = blocks C. jejuni PglD acetyltransferase activity | 360,000 compounds, 0.098% hits | inhibition, % at 12.5 µM | purified PglD enzyme, DTNB colorimetric CoA detection; in the data active means inhibition above about 16%, passing the limit was not always enough; further: strong numbers were not always called active
FN deposit inh = fibronectin deposition inhibition. inhibition, % at 12.6 µM. AH1F fibroblasts, Alexa488-fibronectin deposition fluorescence, overnight. 350,000 compounds, 0.086% hits;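 active means mean inhibition across replicates of 30% or more, regardless of how many single replicates reach that level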;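 further: positive control wells lacked labelled fibronectin entirely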
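Material: AH1F fibroblast monolayer depositing Alexa488-labelled fibronectin into matrix | Input: 10000 AH1F cells/well | Medium: DMEM plus 2% serum, read in PBS | Reagent: Alexa488-fibronectin, 24 nM final in well | Compound dosing: One dose per compound, pinned | Schedule: 1 h adhesion, overnight exposure | Measured by: Fluorescence at 485 nm excitation, 525 nm emission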
S100A4 MyoIIA = S100A4-myosin IIA interaction inhibition | S100A4/TAMRA-MyoIIA peptide fluorescence polarization | 360,000 compounds, 0.14% hits | P26447 | inhibition, % at 10.7 µM | AID 652163;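 active means mean inhibition of at least 70% across replicates, with every replicate also reaching that level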
Target sequence (P26447 whole entry, looked up): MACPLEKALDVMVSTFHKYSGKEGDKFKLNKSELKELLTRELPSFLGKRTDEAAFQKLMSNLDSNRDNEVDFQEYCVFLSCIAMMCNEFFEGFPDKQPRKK
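Material: human S100A4 monomer with TAMRA-labelled myosin IIA peptide; buffer or medium: HEPES pH 7.2 with CaCl2, KCl, NaCl, DTT, Triton; compound dosing: one concentration per compound; schedule: 5 min incubation before reading; benchmarks: neutral control DMSO, positive control TFP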
ERAP1 HTS inh = inhibitors of human ERAP1 aminopeptidase; recombinant ERAP1, Leu-AMC fluorescence, 60 min; inhibition, % at 10.7 µM; 340,000 compounds, 0.15% hits;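 active means mean replicate inhibition of at least 30%, or all replicates individually reaching that 30% level; inactive means mean below 30% and not every replicate reaching it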;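 further: 0% = neutral control wells and 100% = L-leucinethiol positive control wells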
Target sequence (Q9NZ08 whole entry, looked up): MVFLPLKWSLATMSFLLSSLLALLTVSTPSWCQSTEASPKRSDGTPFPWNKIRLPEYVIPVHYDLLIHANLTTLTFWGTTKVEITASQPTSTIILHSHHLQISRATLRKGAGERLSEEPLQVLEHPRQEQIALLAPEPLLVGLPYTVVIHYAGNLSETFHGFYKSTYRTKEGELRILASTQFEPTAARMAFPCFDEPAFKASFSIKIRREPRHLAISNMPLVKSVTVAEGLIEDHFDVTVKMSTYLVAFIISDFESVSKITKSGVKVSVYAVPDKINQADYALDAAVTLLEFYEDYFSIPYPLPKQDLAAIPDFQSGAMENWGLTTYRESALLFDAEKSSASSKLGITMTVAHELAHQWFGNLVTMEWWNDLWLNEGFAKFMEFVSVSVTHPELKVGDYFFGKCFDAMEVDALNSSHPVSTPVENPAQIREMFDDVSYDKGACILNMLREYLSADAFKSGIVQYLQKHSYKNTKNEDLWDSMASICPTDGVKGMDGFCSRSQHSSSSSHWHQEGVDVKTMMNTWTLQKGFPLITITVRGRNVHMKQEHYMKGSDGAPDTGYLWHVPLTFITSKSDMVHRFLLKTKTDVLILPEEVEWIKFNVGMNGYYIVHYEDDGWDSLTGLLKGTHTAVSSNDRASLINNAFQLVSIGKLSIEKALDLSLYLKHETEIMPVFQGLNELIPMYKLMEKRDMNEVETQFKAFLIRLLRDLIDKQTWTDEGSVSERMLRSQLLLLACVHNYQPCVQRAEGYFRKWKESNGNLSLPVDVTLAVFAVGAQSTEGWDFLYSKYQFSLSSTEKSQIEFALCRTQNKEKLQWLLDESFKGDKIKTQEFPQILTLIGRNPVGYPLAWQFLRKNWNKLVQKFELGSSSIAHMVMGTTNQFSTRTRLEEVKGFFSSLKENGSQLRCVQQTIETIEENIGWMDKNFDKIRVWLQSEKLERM
PAX8 inh HTS = lowers PAX8-driven luciferase in RMG-I cells; 360,000 compounds, 1.2% hits; AID 652154; inhibition, % at 12.6 µM; RMG-I TPO-luciferase reporter, SteadyGlo, 24 h;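 active means mean replicate inhibition at least 60% with every replicate also reaching 60%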;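 further: luciferase light reporting Pax8 driven TPO promoter activity; plate controls were median of neutral control wells for no effect and mitoxantrone controls for full effect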
The depositor's hits bear a star.

Screening CC(C)CC#Cc1ccc2c(c1)O[C@H](CN(C)C(=O)Nc1ccccc1F)[C@H](C)CN([C@@H](C)CO)S2(=O)=O returned PGC1a acetyl inh 13, EWS-Fli inh 29, LGR2 antag 7, PglD DTNB -1, FN deposit inh 3, S100A4 MyoIIA 6 and ERAP1 HTS inh 1.
Screening CCOP(=O)(OCC)/C(C#N)=C/c1cc(OC)ccc1OC returned EWS-Fli inh 4, LGR2 antag -3, PglD DTNB -8, FN deposit inh 0, S100A4 MyoIIA 2, ERAP1 HTS inh 4 and PAX8 inh HTS -5.
Screening CCOC(=O)c1nc(C)n(-c2cc(Cl)ccc2Cl)n1 returned PGC1a acetyl inh 4, PglD DTNB 4, FN deposit inh -32 and PAX8 inh HTS -18.
Screening Cc1ccc(S(=O)(=O)Nc2ccc3c(c2)C(=O)N([C@@H](C)CO)C[C@@H](C)[C@H](CN(C)C(=O)c2ccccc2)OCCCC[C@@H](C)O3)cc1 returned PGC1a acetyl inh -18, EWS-Fli inh 0, LGR2 antag -24, PglD DTNB 2, FN deposit inh -4, S100A4 MyoIIA -3, ERAP1 HTS inh 0 and PAX8 inh HTS -46.
Screening CC(=O)Nc1ccc(/C(C)=N/NC(=O)C2CC2c2ccccc2)cc1 (centres undefined) returned PGC1a acetyl inh 0, EWS-Fli inh -9, LGR2 antag 5, PglD DTNB 3, FN deposit inh 7, S100A4 MyoIIA 8, ERAP1 HTS inh 1 and PAX8 inh HTS 5.
Screening O=C(NNc1cccc(Cl)n1)c1c(F)cccc1F returned PGC1a acetyl inh 3, EWS-Fli inh -5, LGR2 antag 7, S100A4 MyoIIA -28, ERAP1 HTS inh -4 and PAX8 inh HTS -9.
CC(C)CN(C(=O)COC(=O)CCC(=O)c1ccc(F)cc1)c1c(N)n(Cc2ccccc2)c(=O)[nH]c1=O was read as PGC1a acetyl inh -14, EWS-Fli inh -4, LGR2 antag 4, PglD DTNB 1, FN deposit inh -4, S100A4 MyoIIA -10, ERAP1 HTS inh 1 and PAX8 inh HTS -6.
For COc1cc(C(=O)NNC(=O)c2n[nH]c3ccccc23)cc(OC)c1OC the results were EWS-Fli inh -5, LGR2 antag -6, PglD DTNB 0, FN deposit inh -5, S100A4 MyoIIA -5, ERAP1 HTS inh -5 and PAX8 inh HTS 9.
Screening Cc1nc2ccc(C(=O)N3CCCC(CO)(Cc4ccc(F)cc4F)C3)cc2nc1C (centres undefined) returned PGC1a acetyl inh -1, EWS-Fli inh 2, LGR2 antag -1, PglD DTNB 5, FN deposit inh 2, S100A4 MyoIIA 2, ERAP1 HTS inh 3 and PAX8 inh HTS 13.
CC(C)Nc1ncnc2ccc(Br)cc12 was read as EWS-Fli inh -8, LGR2 antag 25, FN deposit inh 13, S100A4 MyoIIA 1, ERAP1 HTS inh -2 and PAX8 inh HTS -23.
For CCCS(=O)(=O)NC(=O)C1(C)CCCN(C(=O)c2cccc3ccccc23)C1 (centres undefined) the results were EWS-Fli inh 2, LGR2 antag 7, PglD DTNB 4, FN deposit inh -1, S100A4 MyoIIA -7, ERAP1 HTS inh 5 and PAX8 inh HTS 5.
`CCCNC(=O)N(C)C[C@H]1Oc2ncc(C#CCC3CCCC3)cc2C(=O)N([C@H](C)CO)C[C@@H]1C` gave PGC1a acetyl inh -2, EWS-Fli inh 10, LGR2 antag 3, PglD DTNB -3, FN deposit inh 11, S100A4 MyoIIA -1 and ERAP1 HTS inh -3.

Part of the list above in order of heavy-atom count, high to low.
Screening CC(C)CC#Cc1ccc2c(c1)O[C@H](CN(C)C(=O)Nc1ccccc1F)[C@H](C)CN([C@@H](C)CO)S2(=O)=O returned PGC1a acetyl inh 13, EWS-Fli inh 29, LGR2 antag 7, PglD DTNB -1, FN deposit inh 3, S100A4 MyoIIA 6 and ERAP1 HTS inh 1.
For CCCS(=O)(=O)NC(=O)C1(C)CCCN(C(=O)c2cccc3ccccc23)C1 (centres undefined) the results were EWS-Fli inh 2, LGR2 antag 7, PglD DTNB 4, FN deposit inh -1, S100A4 MyoIIA -7, ERAP1 HTS inh 5 and PAX8 inh HTS 5.
CC(C)Nc1ncnc2ccc(Br)cc12 was read as EWS-Fli inh -8, LGR2 antag 25, FN deposit inh 13, S100A4 MyoIIA 1, ERAP1 HTS inh -2 and PAX8 inh HTS -23.

Next compounds.
Screening O=C(COC(=O)CC1CC2CCC1C2)Nc1ccc(F)cc1 (centres undefined) returned EWS-Fli inh -13, LGR2 antag 8, FN deposit inh 2, S100A4 MyoIIA 0, ERAP1 HTS inh 4 and PAX8 inh HTS 5.
For CNC(=O)NC(=O)C(c1ccccc1)N(C)CC1COc2ccccc2O1 (centres undefined) the results were EWS-Fli inh -12, LGR2 antag 4, PglD DTNB -1, FN deposit inh -26, S100A4 MyoIIA 12, ERAP1 HTS inh -3 and PAX8 inh HTS -4.
`CO[C@H]1CN(C)C(=O)c2ccc(NC(=O)Nc3ccccc3F)cc2OC[C@@H](C)N(CC2CC2)C[C@H]1C` gave PGC1a acetyl inh 3, EWS-Fli inh -1, LGR2 antag -5, PglD DTNB 0, FN deposit inh -1, S100A4 MyoIIA -4, ERAP1 HTS inh -2 and PAX8 inh HTS -13.
`Cc1ccc(S(=O)(=O)N2CC3(O)CN(C(=O)OC(C)C)N(C(=O)OC(C)C)CC3(OC(=O)NCC3CCCCC3)C2)cc1` (centres undefined) gave PGC1a acetyl inh 19, EWS-Fli inh 11, LGR2 antag 4, PglD DTNB -1, FN deposit inh -5, S100A4 MyoIIA -1, ERAP1 HTS inh -2 and PAX8 inh HTS 0.
Screening CC(C)CN(C(=O)CN(C)C(=O)Cc1ccc(Cl)cc1)c1c(N)n(CC(C)C)c(=O)[nH]c1=O returned PGC1a acetyl inh -9, EWS-Fli inh -3, LGR2 antag 6, PglD DTNB -1, FN deposit inh -4, S100A4 MyoIIA -2, ERAP1 HTS inh -4 and PAX8 inh HTS 5.
O=C(COC(=O)/C=C/c1ccc(Cl)c(Cl)c1)NC1CC1 was read as EWS-Fli inh 2, LGR2 antag -9, PglD DTNB -1, FN deposit inh -11, S100A4 MyoIIA -3, ERAP1 HTS inh -5 and PAX8 inh HTS -3.
`O=C(NCC[C@H]1CC[C@H](NC(=O)C2CCCC2)[C@H](CO)O1)c1ccc(F)cc1` gave PGC1a acetyl inh 2, EWS-Fli inh 2, LGR2 antag -26, PglD DTNB -3, S100A4 MyoIIA -7, ERAP1 HTS inh -1 and PAX8 inh HTS -5.
For CCCCCC1=CCC/C1=N\NC(=O)c1ccc2c(c1)OCO2 the results were PGC1a acetyl inh -3, EWS-Fli inh -3, LGR2 antag 6, S100A4 MyoIIA 1, ERAP1 HTS inh -3 and PAX8 inh HTS 13.
`O=C(CCn1ccc2cc(S(=O)(=O)N3CCCC3)ccc21)NCc1cccc(F)c1` gave PGC1a acetyl inh -2, EWS-Fli inh 7, LGR2 antag 1, PglD DTNB -5, FN deposit inh -3, S100A4 MyoIIA 0, ERAP1 HTS inh 1 and PAX8 inh HTS 12.
Screening COc1ccc(N(CC(=O)NC2CCCCC2C)S(=O)(=O)c2c(C)nn(C)c2C)cc1 (centres undefined) returned PGC1a acetyl inh 6, EWS-Fli inh 5, LGR2 antag 20, PglD DTNB -2, FN deposit inh -18, S100A4 MyoIIA 0, ERAP1 HTS inh 2 and PAX8 inh HTS -15.
`CSCCCNC(=S)N1CCN(S(=O)(=O)c2cccc(C(F)(F)F)c2)CC1` gave PGC1a acetyl inh -13, EWS-Fli inh 12, LGR2 antag 3, PglD DTNB -10, FN deposit inh 3, S100A4 MyoIIA 2, ERAP1 HTS inh -4 and PAX8 inh HTS 30.
For O=C(Cc1cccs1)N1CCN(S(=O)(=O)c2cccc([N+](=O)[O-])c2)CC1 the results were PGC1a acetyl inh 3, EWS-Fli inh 1, LGR2 antag -6, PglD DTNB -3, FN deposit inh 2, S100A4 MyoIIA 1, ERAP1 HTS inh -5 and PAX8 inh HTS 12.
For C[C@@H]1CN([C@H](C)CO)C(=O)Cc2cc(NC(=O)Cc3cn(C)c4ccccc34)ccc2O[C@@H]1CN(C)S(=O)(=O)c1ccc(Cl)cc1 the results were PGC1a acetyl inh -6, EWS-Fli inh 16, LGR2 antag -1 and PAX8 inh HTS 21.
Screening CCCC(=O)Nc1ccc2c(c1)OC[C@H](C)N(C)C[C@@H](C)[C@@H](OC)CN(C)C2=O returned EWS-Fli inh 1, LGR2 antag -20, PglD DTNB 0, FN deposit inh 5, S100A4 MyoIIA 16, ERAP1 HTS inh 0 and PAX8 inh HTS -7.
For Cc1ccc(S(=O)(=O)Nc2ccc3c(c2)C(=O)N([C@@H](C)CO)C[C@H](C)[C@@H](CN(C)C(=O)Nc2ccc4c(c2)OCO4)OCCCC[C@@H](C)O3)cc1 the results were PGC1a acetyl inh 0, EWS-Fli inh -2, LGR2 antag 19, PglD DTNB 3, FN deposit inh 0, S100A4 MyoIIA -3, ERAP1 HTS inh 4 and PAX8 inh HTS 1.
`O=C(NCCN1CCN(C(=O)c2ccc(F)cc2)CC1)c1ccc(F)cc1` gave EWS-Fli inh 8, LGR2 antag 10, PglD DTNB -1, S100A4 MyoIIA 9, ERAP1 HTS inh 4 and PAX8 inh HTS -4.
`O=C(CSc1nc2ccccc2c(=O)[nH]1)Nc1nc(-c2ccc(Br)cc2)cs1` gave LGR2 antag 5, PglD DTNB -7, S100A4 MyoIIA 0, ERAP1 HTS inh 7 and PAX8 inh HTS -6.
Cn1c(Cn2c3ccccc3c3ccccc32)n[nH]c1=S was read as PGC1a acetyl inh 0, EWS-Fli inh -7, PglD DTNB -3, FN deposit inh -3, S100A4 MyoIIA -1 and PAX8 inh HTS 18.
For C[C@H]1CN([C@@H](C)CO)C(=O)c2cccc(NC(=O)Nc3ccc(F)cc3)c2O[C@@H]1CN(C)Cc1ccc(-c2ccccc2)cc1 the results were PGC1a acetyl inh -8, EWS-Fli inh -11, LGR2 antag 7, PglD DTNB 0, FN deposit inh 3, S100A4 MyoIIA -5, ERAP1 HTS inh -1 and PAX8 inh HTS -27.
`C[C@H](CO)N1C[C@H](C)[C@H](CN(C)Cc2ccc(C(=O)Nc3ccccc3N)cc2)Oc2ccc(NS(=O)(=O)c3cccs3)cc2CC1=O` gave PGC1a acetyl inh -12, EWS-Fli inh -18, LGR2 antag -10, PglD DTNB 1, S100A4 MyoIIA -41, ERAP1 HTS inh 1 and PAX8 inh HTS 24.
`O=C(NNC(=O)C1CC1)c1ccc(F)cc1F` gave PGC1a acetyl inh 10, EWS-Fli inh -4, LGR2 antag -14, PglD DTNB 2, FN deposit inh -4, S100A4 MyoIIA -3, ERAP1 HTS inh 4 and PAX8 inh HTS -18.
`COc1ccc2c3c(n(C)c2c1)[C@H](CO)N(CC1CC1)CC31CN(C(=O)c2ccc3c(c2)OCO3)C1` gave PGC1a acetyl inh -25, EWS-Fli inh -7, LGR2 antag 9, FN deposit inh 0, S100A4 MyoIIA -6, ERAP1 HTS inh -1 and PAX8 inh HTS 13.
For O=C(Cc1cccc2ccccc12)NCCOc1ccccc1F the results were PGC1a acetyl inh -1, EWS-Fli inh -2, LGR2 antag -2, PglD DTNB 1, FN deposit inh -9, S100A4 MyoIIA -12, ERAP1 HTS inh -9 and PAX8 inh HTS 15.
For C[C@@H]1CCCCO[C@H](CN(C)Cc2ccccc2)[C@H](C)CN([C@@H](C)CO)C(=O)c2cc(NS(C)(=O)=O)ccc2O1 the results were PGC1a acetyl inh 8, EWS-Fli inh -8, LGR2 antag 7, PglD DTNB 0, S100A4 MyoIIA 7, ERAP1 HTS inh -2 and PAX8 inh HTS -6.
For O=C(O)c1c2c(nc3ccccc13)/C(=C/c1ccc(OC(F)F)cc1)CCC2 the results were EWS-Fli inh -26, LGR2 antag -23, PglD DTNB 0, FN deposit inh 0, S100A4 MyoIIA 5, ERAP1 HTS inh 0 and PAX8 inh HTS -88.
